Source: PubChem (National Center for Advancing Translational Sciences (NCATS))
BCR signal inh: inhibitors of chronic active B-cell receptor signaling | ABC-DLBCL IkBa-CBG/CBR reporter, luminescence ratio, 4 h | Potency, µM (highest dose often 46.1 µM), for the others: top-dose ratio change, negative = lower green/red ratio, actives largely listed as inhibitors | 0.05% of 340,000 active; active = well fitted inhibition curve with a large enough effect in the signal ratio, with a control signal flat, not every such curve was filed as active; inconclusive = small, poorly fitted or top-dose-only effect, or effect the other way, or a change in a side signal; the % refers to the signal ratio;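 also: potency is read from the fitted curve at half-maximal effect; plate controls were basal doxycycline-induced cells for no effect and cells given 10 µM MG132 for full effect; MG132 reads +100%, hits lower the ratio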
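Compounds up to 46 uM were incubated four hours with TMD8 cells whose green CBG68 luciferase is fused to IkappaBalpha; red CBR luminescence normalised the signal, and concentration-effect curves were fitted to fusion, red and ratio data.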
TSHR antagonist: human thyrotropin receptor antagonism. P16473. activity change, negative = inhibition, % at 11.5 µM. TSHR-expressing cells, TSH-stimulated cAMP HTRF, 2 h; active compounds read low. 0.2% of 330,000 active;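 active = activity change below a set negative limit, meaning inhibition stronger than a set level, cut at about -70% in these data; inconclusive = activity change between two set negative limits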; also: % is scaled to controls: 0 for no effect and ±100 for the full control effect
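TSHR-expressing cells, 200/well, pre-treated with compound, then stimulated with EC80 TSH (4nM final) for 2 hours at 37 deg C. cAMP measured by competitive HTRF: anti-cAMP cryptate antibody in lysis buffer plus cAMP-d2, read after 30 minutes at room temperature.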
Tb PFK block: blocks T. brucei phosphofructokinase | O15648 | T. brucei PFK, ADP-Glo luminescence | Potency, µM (top dose mostly 57.5 µM), for inactives: top-dose activity, negative = inhibition, usual class: inhibitors | 0.17% of 330,000 active;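 also: potency is read from the fitted curve at half-maximal effect; 0% = uninhibited 1x PFK enzyme wells and -100% = no-enzyme wells; nearly all actives have a fitted effect of over 60% in size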
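Activity is normalized to no-enzyme wells (full inhibition) and 1.25 nM enzyme wells (no inhibition). Reaction: 0.5 mM F6P, 0.1 mM ATP, 45 min RT, ADP-Glo luminescence; concentration-response curves fitted and classed by quality.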
a7 integrin act: activates integrin-mediated alleviation for muscular dystrophy; alpha7betagal myoblasts, beta-gal FDG fluorescence, 48 h; Potency, µM (titrated, usually from 38.3 µM), without a hit: at the top dose activation, hits mostly activators; 0.064% of 350,000 active;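 also: potency is read from the fitted curve at half-maximal effect; 100% = response of the positive control SU9516; nearly all actives have a fitted effect of over 60% in size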
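alpha7betagal+/- myoblasts (passage 13, 250/well) treated 48 h at 37C with compounds at 1:260 dilution of DMSO stock. Lysed, then beta-galactosidase activity read as FDG fluorescence (ex 480/em 540) after 30 min, with pre-read for autofluorescence.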
A-T KAP1 phos: candidate therapy for ataxia-telangiectasia. […] A-T fibroblasts, KAP-1 phosphorylation AlphaLISA; neocarzinostatin DNA damage 30 min before lysis. 0.19% of 320,000 active. Potency, µM (series often up to 57.5 µM), inactives show at the top dose activation, most hits filed as activators. AID 485349; also: potency is read from the fitted curve at half-maximal effect; % of control where 0% means no effect; nearly all actives have a fitted effect of over 45% in size
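hTERT-immortalized A-T patient fibroblasts ([…]), 500 cells/well in OPTI-MEM, 1% FBS, got compounds for 60 min, then NCS for 30 min at 37C. Lysates were then assayed for phospho-KAP-1 by AlphaLISA (anti-pKAP1 donor, anti-KAP1 acceptor beads), 6 hr at 25C.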
ELG1 DNA repair: blocks ELG1-dependent DNA repair in HEK293T cells. 2.3% of 330,000 active. AID 504467. HEK293T ELG1-luciferase reporter, luminescence, 16 h; DNA damage induced by 5-fluorouridine. Potency, µM (titrated, usually from 46.1 µM), inactives show at the highest dose activity change, negative = inhibition, usual class: inhibitors; also: potency is read from the fitted curve at half-maximal effect; % is scaled to controls: 0 for no effect and ±100 for the full control effect; nearly all actives have a fitted effect of over 55% in size
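Step one: seed 2,000 cells per well. Step two: pin-transfer compound or DMSO alongside 5-fluorouridine. Step three: incubate 16 hr, 37 °C, 5% CO2. Step four: add ONE-Glo, wait 30 min, read luminescence.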
Mito fusion yeast: blocks mitochondrial division or promotes mitochondrial fusion | Potency, µM (doses to about 46.1 µM), for the others: at the highest dose growth rescue (activation), usual class: activators | 0.23% of 320,000 active | S. cerevisiae fusion-defective mutant growth rescue, CellTiterGlo 48 h;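 also: potency is read from the fitted curve at half-maximal effect; % of control where 0% means no effect; nearly all actives have a fitted effect of over 45% in size; temperature-sensitive fusion mutants such as fzo1-1 at 37 °C on non-fermentable ethanol glycerol medium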
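Yeast fusion mutant, YPEG (non-fermentable carbon), compound, 48 h at 37C non-permissive; CellTiterGlo added, 10 min RT, luminescence read. Rescued growth = division inhibition.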
Eya2 phos inh: blocks the phosphatase activity of human Eya2; recombinant Eya2, OMFP fluorescence dephosphorylation (OMFP is methylfluorescein phosphate); Potency, µM (highest dose often 76.9 µM), for inactives: top-dose activity, negative = inhibition, most hits filed as inhibitors; AID 488837; 0.006% of 330,000 active; O00167; also: potency is read from the fitted curve at half-maximal effect; % is scaled to controls: 0 for no effect and ±100 for the full control effect
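Eya2 protein (added as 0.2 uM solution) was preincubated with compound for 10 min at ambient temperature in 50 mM HEPES pH 7.5, 50 mM NaCl, 5 uM MgCl2, 0.05% BSA, 1 mM DTT. OMFP (added at 50 uM) then reacted 10 min; fluorescence read at 485/525 nm.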
S-ASM inh: blocks human secretory acid sphingomyelinase; Potency, µM (doses to about 57.5 µM), for the others: at the highest dose activity change, negative = inhibition, most hits filed as inhibitors; 0.006% of 340,000 active; P17405; placental ASM, HMU-PC fluorogenic substrate, 60 min; also: potency is read from the fitted curve at half-maximal effect
Target sequence (P17405 47-631 limits assumed): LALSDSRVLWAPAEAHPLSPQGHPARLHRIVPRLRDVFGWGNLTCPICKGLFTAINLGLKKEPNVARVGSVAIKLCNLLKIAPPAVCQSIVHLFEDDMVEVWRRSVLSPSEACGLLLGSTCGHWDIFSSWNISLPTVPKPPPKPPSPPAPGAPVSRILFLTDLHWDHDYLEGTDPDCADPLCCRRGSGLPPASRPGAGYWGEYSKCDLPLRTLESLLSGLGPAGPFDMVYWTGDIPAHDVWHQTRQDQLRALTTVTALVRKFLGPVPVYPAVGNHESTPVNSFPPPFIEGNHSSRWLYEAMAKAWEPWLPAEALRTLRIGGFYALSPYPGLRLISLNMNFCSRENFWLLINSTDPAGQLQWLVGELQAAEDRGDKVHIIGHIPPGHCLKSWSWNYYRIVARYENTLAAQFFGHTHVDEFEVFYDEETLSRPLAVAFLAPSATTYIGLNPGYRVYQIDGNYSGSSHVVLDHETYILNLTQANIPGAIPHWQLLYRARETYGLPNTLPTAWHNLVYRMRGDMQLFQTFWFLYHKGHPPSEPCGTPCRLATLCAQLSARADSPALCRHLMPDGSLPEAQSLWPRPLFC
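Fluorescence read-out (Ex 386 nm, Em 447 nm) after stopping the reaction at pH 10. Enzyme: ASM from human placenta; substrate HMU-PC0, 9 uM final; 60 min, 37 °C. Compound preincubation 10 min, ambient temperature.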
PTAP TSG101 blk: blocks PTAP/TSG101 interaction to inhibit HIV-1 budding. Q99816. Fluorescence polarization, FITC-PTAP peptide / Tsg101 binding. Potency, µM (titrated, usually from 115 µM), for inactives: at the top dose activity change, negative = inhibition, hits mostly inhibitors. 340,000 tested, under 10 active. AID 493005; active = well fitted inhibition curve with a large enough effect in the main read-out, with a control signal flat, not every such curve was filed as active; inconclusive = small, poorly fitted or top-dose-only effect, or effect the other way, or a change in a side signal; inactive = no such curve, though single readings can be large or run the other way; also: potency is read from the fitted curve at half-maximal effect; % of control where 0% means no effect
Target sequence (Q99816 whole entry, looked up): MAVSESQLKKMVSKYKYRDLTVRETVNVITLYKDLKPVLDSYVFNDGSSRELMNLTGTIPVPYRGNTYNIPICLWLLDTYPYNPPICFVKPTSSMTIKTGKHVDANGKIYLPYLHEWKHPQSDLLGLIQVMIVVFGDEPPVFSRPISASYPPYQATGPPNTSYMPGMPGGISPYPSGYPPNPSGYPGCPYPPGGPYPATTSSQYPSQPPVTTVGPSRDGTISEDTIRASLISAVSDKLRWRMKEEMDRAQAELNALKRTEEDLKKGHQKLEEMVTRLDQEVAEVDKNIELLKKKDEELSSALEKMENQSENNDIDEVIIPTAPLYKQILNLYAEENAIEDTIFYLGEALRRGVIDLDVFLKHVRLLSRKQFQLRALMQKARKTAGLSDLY
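Compounds were pin-transferred onto Tsg101 binding domain (10 uM final) in HEPES pH 7.5 buffer, then FITC-PTAP peptide was added at 50 nM final. After 20 min at RT, polarization reported peptide displacement across a qHTS concentration series.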
TCR act: activators of T cell receptors | primary human leukocytes, anti-CD3, IL-2 HTRF, 48 h | Potency, µM (highest dose often 9.22 µM), for the others: at the top dose activation of IL-2 secretion, most hits filed as activators | 330,000 tested, under 10 active | AID 504894; also: % of control where 0% means no effect
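Primary human leukocytes were stimulated with a-CD3 beads plus compounds for 48 hr without co-stimulation; secreted IL-2 was quantified by HTRF using a-IL-2-K (europium cryptate) and a-IL-2-d2, excited at 320nm with acceptor emission read at 665nm.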
Active calls of the source: *; ? = inconclusive; nt = not tested or not shown; [ ] = another dose, or the depositor's remark. Unless noted, calls follow the shape of the dose curve; as a rule, active = well fitted curve in the direction sought with a large enough effect; inconclusive = small, poorly fitted or top-dose-only effect, or another doubt; inactive = no such curve, though single readings can be large; an effect the other way counts as inactive or inconclusive.

SMILES	BCR signal inh	TSHR antagonist	Tb PFK block	a7 integrin act	A-T KAP1 phos	ELG1 DNA repair	Mito fusion yeast	Eya2 phos inh	S-ASM inh	PTAP TSG101 blk	TCR act
O=C(CSc1nnc(C2COc3ccccc3O2)o1)Nc1ccc(F)cc1Cl (stereo not given)	4%	6	-3%	-20%	2%	16%	0%	6%	-2%	-3%	-3%
COc1ccc(OC)c(S(=O)(=O)Nc2cccc(-c3ccc(N4CCCCCC4)nn3)c2)c1	4%	-16	1%	30%	6%	-1%	-3%	6%	-7%	-6%	-3%
O=S(=O)(N/N=C/c1ccc(OC2CSC2)cc1)c1ccccc1	-8%	34	0%	-8%	16%	7%	2%	-2%	-4%	0%	3%[46.1 µM]
Cn1nnnc1SCC(=O)Nc1ccccc1C(N)=O	?	-8	4%	3%	-2%	2%	2%	2%	5%	16%	4%
Cc1ccc2c(c1)C(c1ccncc1)=NNC(c1ccc(F)cc1)=N2	-3%	-2	-5%	1%	-2%	0%	-1%	4%	0%	-7%	3%
COC(=O)c1sccc1NC(=S)Nc1ccc(F)cc1F	-3%	-11	14%	13%	-1%	5%	12%	2%	2%	-5%	2%
Cc1nnc(NC(=O)CCC(=O)NC2CCCCCCC2)s1	-2%	1	3%	9%	7%	?	0%	0%	-3%	1%	-4%
CN(Cc1ccccc1)c1nc2c(c(=O)[nH]c(=O)n2C)n1CCOc1ccccc1	?	9	4%	2%	-1%	?	6%	-4%	7%	-5%	-6%
O=C(Nc1nnc(SCc2ccc(Cl)cc2)s1)C1CCCO1 (stereo not given)	2%	0	1%	0%	4%	4%	15%	-12%	-2%	-2%	0%
COc1ccc(C2SCC(=O)N2CCCN(C)C)cc1 (stereo not given)	?	15	-2%	14%	7%	?	-3%	-14%	0%	-9%	8%
Nn1c(SCC(=O)NCc2ccc3c(c2)OCO3)nnc1C(F)(F)F	3%	nt	12%	25%	7%	14%	nt	10%	-1%	-2%	11%
O=C(Nc1ccc([N+](=O)[O-])cc1)c1cn(-c2ccccc2)nc1-c1cc2ccccc2o1	-5%	-3	-1%	17%	3%	4%	-8%	4%	3%	-1%	-5%[46.1 µM]
COc1ccc(-c2noc(CCC(=O)N3CCN(c4ccccc4)CC3)n2)cc1	6%	-5	1%	7%	-7%	3%	nt	3%	-2%	-6%	4%[46.1 µM]
O=C(Nc1c(F)cc(F)cc1Br)c1cc(-c2ccc(O)cc2)on1	?	-48	25%	-33%	-2%	18%	?	-12%	-10%	-6%	-1%
O=C(c1ccco1)N1CCN(Cc2nc3ccccc3c(=O)n2-c2ccc(F)cc2)CC1	0%	-6	4%	-8%	13%	-4%	2%	-2%	-1%	-3%	5%
CN(Cc1c(F)cccc1Cl)C(=O)c1ccc(NC(=O)CC2SC(N3CCCCC3)=NC2=O)cc1 (stereo not given)	1%	nt	4%	4%	1%	?	nt	-6%	1%	0%	0%
COCCOc1cc(NC(=O)CS(=O)CC(=O)N(C)C)c(Cl)cc1Cl (stereo not given)	-9%	4	7%	?	2%	-19%	-1%	0%	3%	1%	0%
OCc1nc2ccccc2n1Cc1ccc(Cl)cc1	-3%	7	-7%	2%	4%	-10%	-4%	4%	-3%	0%	1%
Cc1nc(COc2ccccc2Cl)sc1-c1ccnc(N)n1	?	2	2%	-19%	-2%	18%	4%	-1%	-1%	-1%	-1%
CC1=NN(c2nc(-c3ccc(C)cc3)cs2)C(=O)C1N=Nc1ccccc1O (stereo not given)	4%	8	-7%	-31%	10%	?	-7%	6%	?	-5%	3%
COCC1CCN(C(=O)c2cc(COc3cc(C)c(Cl)c(C)c3)on2)C1 (stereo not given)	7%	-8	0%	-17%	12%	?	24%	6%	-3%	0%	-5%
Fc1ccc(-c2csc(Nc3ccccn3)n2)c(F)c1	?	-14	-8%	-9%	9%	?	-9%	-24%	-3%	-1%	3%
CCOC(=O)c1ccccc1NC(=O)/C(C)=C/C(=O)O	-11%	-7	4%	-17%	8%	-4%	-2%	8%	20%	-1%	9%
CC12CCC(C(=O)Nc3ccccc3Cl)(C(Br)C1=O)C2(C)C (stereo not given)	4%	5	-4%	-12%	12%	-2%	7%	1%	1%	-2%	3%[46.1 µM]
C=CCn1c(SCC(=O)Nc2ccc(C(=O)O)cc2)nc2scc(-c3ccccc3)c2c1=O	7%	-17	4%	?	12%	-1%	nt	-22%	-11%	-5%	-1%[46.1 µM]

A second format for part of the listing above:
compound | BCR signal inh | TSHR antagonist | Tb PFK block | a7 integrin act | A-T KAP1 phos | ELG1 DNA repair | Mito fusion yeast | Eya2 phos inh | S-ASM inh | PTAP TSG101 blk | TCR act
Cc1nnc(NC(=O)CCC(=O)NC2CCCCCCC2)s1 | -2% | 1 | 3% | 9% | 7% | ? | 0% | 0% | -3% | 1% | -4%
CN(Cc1ccccc1)c1nc2c(c(=O)[nH]c(=O)n2C)n1CCOc1ccccc1 | ? | 9 | 4% | 2% | -1% | ? | 6% | -4% | 7% | -5% | -6%

Single values from the results shown:
Entry for O=C(Nc1c(F)cc(F)cc1Br)c1cc(-c2ccc(O)cc2)on1 under PTAP TSG101 blk: -6%
Entry for O=C(c1ccco1)N1CCN(Cc2nc3ccccc3c(=O)n2-c2ccc(F)cc2)CC1 under S-ASM inh: -1%
Entry for Cc1nc(COc2ccccc2Cl)sc1-c1ccnc(N)n1 under TCR act: -1%
Entry for COc1ccc(OC)c(S(=O)(=O)Nc2cccc(-c3ccc(N4CCCCCC4)nn3)c2)c1 under Mito fusion yeast: -3%
Entry for CCOC(=O)c1ccccc1NC(=O)/C(C)=C/C(=O)O under A-T KAP1 phos: 8%

New compounds follow.
SMILES	BCR signal inh	TSHR antagonist	Tb PFK block	a7 integrin act	A-T KAP1 phos	ELG1 DNA repair	Mito fusion yeast	Eya2 phos inh	S-ASM inh	PTAP TSG101 blk	TCR act
Cc1ccc(CN(CC(=O)NCc2ccccn2)S(=O)(=O)c2ccccc2)cc1	?	11	-1%	5%	2%	-9%	-2%	7%	2%	nt	0%
CSCCC(NC(=O)c1ccc(Cl)cc1)C(=O)OCC(=O)Nc1cc(Cl)ccc1C (stereo not given)	-10%	-9	-3%	14%	-7%	?	-1%	1%	0%	-3%	-1%[46.1 µM]
CCC(C)Sc1cc(-c2nc3cc(C)ccn3c2NC2CCCCC2)ccc1OC (stereo not given)	-2%	-15	8%	-41%	29%	?	nt	-19%	152%[activator]	-4%	11%
O=C1Nc2ccc(F)cc2C12SCCS2	-17%	-3	-1%	-42%	0%	2%	-1%	3%	5%	-7%	-7%
C/C(=N\NC(=O)c1cccc(S(=O)(=O)N2CCOCC2)c1)c1ccc(OCC(=O)N(C)C)cc1	0%	-8	0%	-7%	1%	11%	1%	-7%	-3%	0%	-2%
Cc1nnc2c(NCCc3ccccc3)nc3ccccc3n12	?	12	-11%	30%	7%	?	9%	-2%	-1%	-3%	-1%
CCC12CC3CC(C1)CC(C(=O)O)(C3)C2	0%	-1	-5%	-11%[7.66 µM]	-30%	9%	-4%	-2%	1%	-2%	0%
COCC(C)NC(=O)c1cc2cccc([N+](=O)[O-])c2[nH]1 (stereo not given)	-8%	-4	-2%	-10%	-2%	-16%	-1%	-9%	0%	-5%	-1%
CCn1ccnc1C(O)c1ccccc1OC (stereo not given)	0%	2	-5%	7%	5%	6%	-6%	2%	1%	-3%	-2%[46.1 µM]
CCCCCNC(=O)c1ccc2c(=O)n(CC3CCCO3)c(=O)[nH]c2c1 (stereo not given)	?	-11	2%	19%	4%	?	-2%	-5%	458%[activator]	-8%	-3%

Compounds as they come, and some 3.2% of all compounds hit somewhere here.
